Screens from PubChem BioAssay.
KB-V1 cytotox – KB-V1 MDR subline cytotoxicity | KB-V1 MDR cells viability, CellTiter-Glo, 72 h | Potency, µM (titrated, usually from 46.1 µM), for the others: at the top dose activity change, negative = cytotoxicity, usual class: cytotoxic | hit rate 3.4% among 400,000 | AID 1347076; further: nearly all actives have a fitted effect of over 60% in size
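qHTS viability screen in drug-selected KB-V1 MDR cells: 72 h compound treatment at 37 degrees C, ATP luminescence end point.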
ATXN2 expr inh – reduces ATXN2 reporter expression in HEK-293 cells | HEK-293 ATXN2-luciferase reporter, luminescence, 24 h | Potency, µM (series often up to 57 µM), without a hit: top-dose activity change, negative = inhibition, most hits filed as inhibitors | hit rate 0.72% among 360,000; further: nearly all actives have a fitted effect of over 55% in size
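ATXN2-luciferase reporter cells (luciferase flanked by upstream and downstream ATXN2 gene portions) were treated 24 h at 37 °C with compounds at up to 57 uM. SteadyGlo luminescence gave expression; GF-AFC fluorescence gave viability.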
KB-3-1 tox – KB-3-1 parental cell cytotoxicity; Potency, µM (highest dose often 46.1 µM), for inactives: at the top dose activity change, negative = cytotoxic, usual class: cytotoxic; KB-3-1 viability, CellTiter-Glo ATP luminescence, 72 h; hit rate 1.4% among 400,000; further: nearly all actives have a fitted effect of over 60% in size
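Parental KB-3-1 adenocarcinoma cells in phenol-red-free DMEM with 10% FBS were pin-treated with compounds at several concentrations, incubated 72 h at 37 °C, and viability read by CellTiter-Glo luminescence; concentration-effect curves were fitted after normalization.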
* = called active by the depositor; ? = inconclusive; [ ] = dose if it differs, or a comment. The call rests on the fitted dose curve; in most records, active means well fitted curve in the direction sought with a large enough effect; inconclusive means small, poorly fitted or top-dose-only effect, or another doubt; inactive means no such curve, though single readings can be large; an effect the other way counts as inactive or inconclusive. On the % scale 0 is the no-effect control and ±100 the full control effect; potency means the concentration at half of the fitted maximal effect.

Start of the data: the first five compounds, to show the layout:
molecule	ATXN2 expr inh	KB-3-1 tox	KB-V1 cytotox
CCc1ccc(C2c3c(oc4ccc(F)cc4c3=O)C(=O)N2CCc2ccc(OC)cc2)cc1 (stereo not given)	3%	-5%	7%
O=C(NCc1ccc(F)cc1)c1cc2c(=O)n3ccccc3nc2s1	3%	6%	1%
COc1ccc2c(c1)c1c(c(=O)n(-c3ccc(OC)c(OC)c3)c(=O)n1Cc1ccc(C)cc1)n2C	9%	6%	?
CCOC(=O)c1cc(S(=O)(=O)NCc2ccc(F)cc2)[nH]n1	-3%	9%	9%
O=S(=O)(NCc1ccc(F)cc1)c1ccc2[nH]c3c(c2c1)CCCCC3	-17%	-21%	-7%

The list itself, repeating the preview:
molecule	ATXN2 expr inh	KB-3-1 tox	KB-V1 cytotox
CCc1ccc(C2c3c(oc4ccc(F)cc4c3=O)C(=O)N2CCc2ccc(OC)cc2)cc1 (stereo not given)	3%	-5%	7%
O=C(NCc1ccc(F)cc1)c1cc2c(=O)n3ccccc3nc2s1	3%	6%	1%
COc1ccc2c(c1)c1c(c(=O)n(-c3ccc(OC)c(OC)c3)c(=O)n1Cc1ccc(C)cc1)n2C	9%	6%	?
CCOC(=O)c1cc(S(=O)(=O)NCc2ccc(F)cc2)[nH]n1	-3%	9%	9%
O=S(=O)(NCc1ccc(F)cc1)c1ccc2[nH]c3c(c2c1)CCCCC3	-17%	-21%	-7%
CCOC(=O)c1c(NC(=O)c2ccc(S(=O)(=O)N(CC(C)C)CC(C)C)cc2)sc2c1CCN(C(=O)OCC)C2	6%	0%	0%
COc1ccc(CNC(=O)c2ccc(-c3nc(CSc4ccccc4)c(C)o3)cc2)cc1	-10%	4%	2%
Cc1ccc(-c2nc(SCC(=O)NCC3CCCO3)c3c(=O)n(C)c(=O)n(C)c3n2)cc1 (stereo not given)	5%	-1%	?
Fc1cccc(Cl)c1CNc1n[nH]c(-c2ccco2)n1	35%	0%	10%
CCC1CCc2nc3sc(C(=O)Nc4ccc(C)cc4C)c(N)c3cc2C1 (stereo not given)	6%	1%	?
COc1ccc(Nc2nnc(-c3ccc(C)c(S(=O)(=O)NCc4nc5ccccc5[nH]4)c3)c3ccccc23)cc1	?	?	1%
CCOc1ccc(C2CC(=O)n3nc(-c4ccc(C)cc4)nc3S2)cc1OC (stereo not given)	-7%	20%	0%
O=c1cc(COc2ccccc2Cl)nc2scc(-c3ccccc3)n12	-3%	8%	28%
COc1ccccc1C(=O)NC(=O)Nc1ccc(-c2cc(C(F)(F)F)nn2-c2ccccc2)cc1	-8%	0%	-14%
Cc1cccc(-c2nc(S(=O)(=O)c3ccc(Cl)cc3)c(N3CCCCCC3)o2)c1	2%	6%	-6%
O=C(c1ccc2c(c1)N(Cc1ccccc1F)C(=O)c1ccccc1S2(=O)=O)N1CCOCC1	-1%	0%	-15%
CCC1CN(CC(=O)NCc2cccc(Br)c2)c2ccccc2S1 (stereo not given)	3%	-17%	?
CCOc1ccc(Sc2cc(C(=O)NC(C)CC)c3ccccc3n2)cc1 (stereo not given)	10%	21%	0%
CCOc1ccccc1CNC(=O)c1ccc(NC(=O)N2CC(C)Sc3ccccc32)cc1 (stereo not given)	72%[activator]	-9%	?
Cc1ccc(NC(=O)[C@H]2O[C@@H]3OC(C)(C)O[C@@H]3[C@H]3OC(C)(C)O[C@H]32)cc1F	9%	2%	21%
COC(=O)c1cc2oc3ccccc3c2n1CC(=O)Nc1ccc(OC)c(OC)c1OC	-20%	-8%	-4%
Cc1ccc(NC(=O)c2c(NC(=O)c3ccc(F)cc3)sc3c2CCCC3)cc1C	52%[activator]	-2%	0%
Cc1oc2ncn(CC(C)C)c(=O)c2c1C(=O)Nc1ccc(Cl)cn1	2%	5%	-7%
O=C(Cn1ncc2c3ccccc3n(Cc3ccc(Cl)cc3)c2c1=O)NCCC1=CCCCC1	12%	14%	16%
COc1ccc(-n2cc(-c3ccccc3)nc2SCC(=O)Nc2ccccc2)cc1Cl	2%	1%	12%
CCCN(C(=O)Cn1ncc2c1-c1ccccc1OC2)c1cccc(C)c1	-19%	-11%	-5%
COc1cccc(-n2c(=O)c3cc(OC)c(OC)cc3n(CC(=O)Nc3ccc(F)cc3)c2=O)c1	-3%	4%	?
Cc1ccc(C)c(N2CCN(S(=O)(=O)c3ccc(C4CCCCC4)cc3)CC2)c1	6%	1%	-9%
Cc1ccc(Nc2cc(C(=O)NCc3cccs3)c3ccccc3n2)c(C)c1	-6%	0%	5%
CCC(=O)N1CCc2cc(CNC(=O)Nc3cc(C)ccc3C)ccc21	6%	4%	-4%
COc1cccc(-c2cc(C(=O)Nc3cc(Cl)ccc3O)on2)c1	8%	-11%	-8%
CC(NC(=O)c1ccc(CSc2nc3ccncc3n2Cc2ccc(F)cc2)cc1)c1ccccc1 (stereo not given)	-8%	5%	0%
CC(C)NC(=O)CCCN1C(=O)CCn2nc(-c3cccn3C)cc21	0%	-5%	19%
Cc1cccc(N2CCN(C3(c4ccccc4)C(=O)c4ccccc4C3=O)CC2)c1C	0%	-1%	0%
CCN1CCc2c(sc(NC(=O)c3ccc(S(=O)(=O)N(C)C4CCCCC4)cc3)c2C(N)=O)C1	?	0%	0%
O=C(CCCCn1c(=O)c2ccccc2n(CC(=O)Nc2cccc(F)c2)c1=O)NCc1ccccc1Cl	-3%	1%	21%
Cc1cccc(N2CCN(C(=O)c3cc4c(=O)oc5ccccc5c4s3)CC2)c1C	-3%	-4%	6%
Cc1ccc(Cn2c(CO)cnc2SCC(=O)NCc2ccccc2Cl)cc1	-20%	-2%	-23%
CC(=O)c1cccc(Nc2ccc3cc(S(=O)(=O)N4CCCC4)ccc3n2)c1	-12%	-2%	-4%
Cc1ccc(C)c(-c2[nH]c3c(c2-c2c(-n4cccc4)n(C)c(=O)[nH]c2=O)c(=O)[nH]c(=O)n3C)c1	1%	4%	-4%
COCC(=O)N1CCc2cc(OC)c(OC)cc2C1COc1ccc2c(C)cc(=O)oc2c1 (stereo not given)	13%	1%	0%
Cc1oc(-c2cccc(Cl)c2)nc1CN1CCC(C(=O)NCCCN2CCN(c3ccc(F)cc3)CC2)CC1	-31%	-25%	5%
Cc1ccc(C(=O)NCC(=O)OCc2cc(=O)n3nc(C4CC4)sc3n2)cc1	6%	-10%	0%
O=C(Nc1cccc(Cl)c1)c1cc(S(=O)(=O)N2CCCc3ccccc32)ccc1F	-24%	-1%	?
CCOC(=O)c1ccc(NC(=O)CSc2nccn2-c2cc(C)cc(C)c2)cc1	-1%	?	11%
CCOC(=O)c1c(C)[nH]c(C)c1S(=O)(=O)N1CCCC(C(=O)Nc2ccc(OC)c(Cl)c2)C1 (stereo not given)	2%	3%	-13%
N#Cc1ccc(OC(=O)c2cc(-c3ccc(Cl)cc3)on2)cc1	-4%	7%	30%
CCCN1CCN(CC2=C(C(=O)OCC)C(c3ccc(OC(C)C)cc3)NC(=O)N2)CC1 (stereo not given)	-6%	-12%	0%
COc1ccc(NC(=O)Cn2c(=O)n(-c3ccccc3)c(=O)c3c4c(sc32)CCCC4)cc1	4%	3%	5%
Cc1cc(C)c2c(=O)cc(C(=O)Nc3ccc(S(=O)(=O)N(C)Cc4ccccc4)cc3)oc2c1	-9%	1%	-6%

(next part)
molecule	ATXN2 expr inh	KB-3-1 tox	KB-V1 cytotox
CCC(Sc1ncnc2sc3c(c12)CCCC3)C(=O)OCC(C)C (stereo not given)	-3%	-4%	0%
CC(=O)c1c(C)n(-c2ccc(Cl)cc2)c2ccc(OC(=O)COc3ccccc3)cc12	8%	1%	-16%
CC1CCN(S(=O)(=O)c2ccc3c(ccn3CCC(=O)NCc3ccccc3F)c2)CC1	-31%	5%	-11%
Cc1ccc2oc(=O)c3cc(C(=O)Nc4ccc(F)cc4F)sc3c2c1	1%	-12%	?
Cn1c(-n2cccc2)c(-c2c(-c3ccccc3)[nH]c3c2c(=O)[nH]c(=O)n3C)c(=O)[nH]c1=O	9%	13%	3%
COc1cccc(NC(=O)c2oc3ccccc3c2NC(=O)c2ccccc2C)c1	-6%	9%	-4%
O=C(CSc1ncc(CO)n1Cc1ccc(Cl)cc1)NCc1ccc(F)cc1	-4%	-13%	-7%
O=C1C(c2ccc(C(F)(F)F)cc2)=C(Nc2ccc(Cl)cc2)c2ccccc21	0%	7%	-1%
O=C(c1ccc(F)cc1)n1nc(-c2cccnc2)nc1NCc1ccc(F)cc1	-12%	-2%	12%
CCOc1ccccc1NC(=O)c1c(NC(=O)C(C)Oc2ccc(Cl)cc2)sc2c1CCCCC2 (stereo not given)	-10%	5%	-14%
Cc1cccc(NC(=O)C2CCC(CNS(=O)(=O)c3csc(C(N)=O)c3)CC2)c1C (stereo not given)	-21%	-1%	?
COc1cc(OC)c(N(C)C(=O)Nc2cn(CC(C)C)c(=O)c3ccccc23)cc1Cl	-16%	-4%	27%
O=C(NCc1ccccc1)C1CCN(S(=O)(=O)Cc2ccccc2)CC1	-5%	18%	0%
COc1ccc(CCNC(=O)c2c(O)nc3ccccn3c2=O)cc1OC	-9%	-16%	7.3µM*
COc1ccc(-c2cccc(NS(=O)(=O)c3cc(C(F)(F)F)ccc3Cl)c2)nn1	-6%	13%	-7%
CCOc1ccccc1NC(=O)CN1CCN(S(=O)(=O)c2ccc(Br)cc2)CC1	13%	1%	-2%
Cc1csc2nc(COc3cccc(NC(=O)c4ccccc4F)c3)cc(=O)n12	0%	0%	-6%
CC(CCc1ccccc1)NC(=O)Cn1ncc2c3ccccc3n(Cc3ccc(F)cc3)c2c1=O (stereo not given)	0%	2%	16%
Cc1c(C(=O)Nc2ccc(F)cc2F)nnn1-c1ccccc1Br	15%	1%	6%
O=c1c(N2CCN(c3cccc(C(F)(F)F)c3)CC2)csc2ccccc12	?	-11%	0%
N#Cc1ccc(NC(=O)c2ccc3c(c2)nnn3C2CCCC2)cc1	-4%	3%	10%
CCC1CN(S(=O)(=O)c2cc(-c3cc(C)no3)ccc2C)c2cc(C)ccc2O1 (stereo not given)	-13%	-1%	-17%
COc1ccc(Nc2nc(N)nc(CSc3nc4ccccc4s3)n2)cc1	?	6%	-29%
Cc1ccc(-c2nc3cc(NC(=O)c4cc5ccccc5o4)ccc3o2)cc1Cl	5%	15%	25%
COc1ccc(N(Cc2ccccc2)C(=O)c2nc(SC)ncc2Cl)cc1	?	?	?
O=C(Cn1c(=O)n(-c2ccccc2)c(=O)c2c3c(sc21)CCC3)c1ccc(F)cc1	-6%	-4%	-12%
N#Cc1ccccc1Cn1c(=O)n(-c2ccccc2)c(=O)c2c3c(sc21)CCC3	2%	-3%	14%
Cc1c(NC(=O)c2sc3c([N+](=O)[O-])cccc3c2Cl)cccc1-c1nc2ccccc2o1	10%	-4%	1%
CCOc1ccc(S(=O)(=O)N2CCC(n3c(C)nc4cccnc43)CC2)cc1	0%	-14%	?
CCOC(=O)c1c(C)[nH]c(C)c1S(=O)(=O)N(C)CC(=O)Nc1ccc(C)c(N(C)C)c1	0%	2%	0%
CC1CCc2c(sc3nnn(Cc4ccc(F)cc4)c(=O)c23)C1 (stereo not given)	-6%	6%	3%
CCOCCc1nnc(NC(=O)C(=O)c2cc(C)n(-c3ccc(Cl)cc3)c2C)s1	4%	-4%	-8%
CCOc1ccc(CCNC(=O)c2cc3c(=O)n(C)c4ccccc4c3n2C)cc1	-18%	2%	10%
COc1ccc(N(C)C(=O)c2nn(-c3ccc(C)cc3)c(=O)n(C)c2=O)c(OC)c1	-9%	-5%	-1%
O=C(CCC1N=C2c3ccccc3N=C(SCC(=O)NCCc3ccccc3)N2C1=O)NCc1ccc(F)cc1 (stereo not given)	2%	24%	0%
COc1cccc(CN2CCc3nc(N4CCN(C)CC4)ncc3C2)c1	-1%	6%	1%
CCOc1ccc(S(=O)(=O)Nc2ccc(-c3ccc(N4CCCC4)nn3)cc2)cc1	3%	?	8%
COc1cc(OC)c(NC(=O)c2c(N3CCCC3=O)c3cc(C)ccc3n2C)cc1Cl	1%	-2%	0%
O=C(O)CCn1cnc2onc(-c3cc(F)cc(F)c3)c2c1=O	2%	11%	?
CC(C)OCCCn1c(SCC(N)=O)nc2c(sc3ccccc32)c1=O	-22%	-12%	4%
Cc1cc(C)c(Cn2c(C3CC(=O)N(c4ccc(F)cc4)C3)nc3ccccc32)c(C)c1 (stereo not given)	-3%	0%	?

The list is partial; rates above refer to the full screens.
